Source: PubChem
Glyco luc inh – increase of ERlucT glycosylation luciferase signal, primary screen, N-linked glycosylation inhibitor project, D54 ERlucT cells, luminescence, set 2; reporter increase, % at 12.5 µM; D54 ERlucT glycosylation luciferase reporter, 24 h; percent of 100 nM tunicamycin response; actives 0.23% (n = 360,000);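 active means mean luciferase reporter signal, scaled so untreated is 0 and the glycosylation-blocking control 100, at or above a set limit in every replicate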;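 further: luciferase carries N-glycosylation sites so blocking glycosylation raises the light; 0% = median of neutral control wells and 100% = median of 100 nM tunicamycin wells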
ABHD5-PLIN5 inh – ABHD5-PLIN5 interaction inhibitors, primary screen, cell lysate, split luciferase complementation, luminescence; Perilipin-5 (Homo sapiens) + 1-acylglycerol-3-phosphate O-acyltransferase ABHD5 (Homo …; Split G. princeps luciferase complementation, 4 h; inhibition, % at 4 µM; actives 0.78% (n = 360,000);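 active means inhibition above the mean inhibition across every tested compound plus 3 SD, cut at about 22% in these data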;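 further: 0% = DMSO only wells and the 100% control is not disclosed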
m5-HT2A agonist – mouse Htr2a agonists via beta-arrestin recruitment, primary screen, cell-based, luminescence | 5-hydroxytryptamine receptor 2A (Mus musculus), P35363 | CHO-K1 mHTR2A beta-arrestin complementation; percent of 30 µM serotonin response | activation, % at 7.6 µM | actives 0.66% (n = 360,000);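 active means activation above a run cutoff, the mean activation of all tested compounds plus 3 SD, cut at about 14% in these data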;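 further: 0% = plate median of compound wells and 100% = 30 µM serotonin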
Target sequence (P35363 whole entry, looked up): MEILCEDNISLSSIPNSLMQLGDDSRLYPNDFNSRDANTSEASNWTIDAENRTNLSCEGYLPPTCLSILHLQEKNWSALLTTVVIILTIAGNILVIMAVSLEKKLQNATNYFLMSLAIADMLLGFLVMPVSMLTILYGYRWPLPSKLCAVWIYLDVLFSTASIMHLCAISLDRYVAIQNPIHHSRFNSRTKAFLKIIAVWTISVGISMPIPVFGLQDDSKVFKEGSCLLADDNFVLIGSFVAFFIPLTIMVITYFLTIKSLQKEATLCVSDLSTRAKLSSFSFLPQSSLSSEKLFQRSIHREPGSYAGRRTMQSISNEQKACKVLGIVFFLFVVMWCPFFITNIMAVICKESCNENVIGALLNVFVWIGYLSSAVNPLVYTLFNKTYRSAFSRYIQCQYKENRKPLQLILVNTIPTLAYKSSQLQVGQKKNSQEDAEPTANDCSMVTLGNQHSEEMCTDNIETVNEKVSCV
Cardio protect – cardioprotection against H2O2-induced cell death, primary screen, uHTS, H9c2 cells, ATPLite luminescence | H9c2 cardiomyocytes, H2O2 injury protection, 2 h | protection from H2O2 cell death, % at 20 µM | actives 0.63% (n = 360,000) | AID 588492, 2011;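 active means compounds giving at least 50% protection of heart cells from peroxide-induced death in the single-dose screen, raw or plate-pattern-corrected value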;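 further: 0% = DMSO wells with peroxide and 100% = DMSO wells without peroxide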
Granule exo inh – LAMP-1 surface exposure blockers, TALL-104 cells – cell-based, flow cytometry, MLPCN library, primary screen | TALL-104 LAMP-1 surface exposure; cells stimulated with thapsigargin and PMA | inhibition, % at 10 µM | actives 0.66% (n = 360,000) | AID 651702, 2012;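 active means inhibition above about 55%, limit read from the data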
iPSC survival up – enhancers of single-cell hiPSC survival, primary screen, ATPlite luminescence | 100% = ROCK inhibitor wells, 0% = DMSO | actives 0.044% (n = 360,000) | survival enhancement, % at 20 µM | AID 602274, 2012; in the data active means survival enhancement above about 18%;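 further: cells exposed to compounds for 16 hours before the ATP read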
MC4R ag barr – MC4R agonists recruiting beta-arrestin, primary screen, cell-based, luminescence, agonist arm of biased-ligand search; activation, % at 8.9 µM; U2OS MC4R beta-arrestin complementation; percent of melanotan II response, DMSO zero; Melanocortin receptor 4 (Homo sapiens), P32245; actives 0.98% (n = 360,000); AID 540308, 2011;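 active means activation above a per-plate cutoff, the mean activation of sample wells on that plate plus 3 SD, cut at about 8% in these data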
Target sequence (P32245 whole entry, looked up): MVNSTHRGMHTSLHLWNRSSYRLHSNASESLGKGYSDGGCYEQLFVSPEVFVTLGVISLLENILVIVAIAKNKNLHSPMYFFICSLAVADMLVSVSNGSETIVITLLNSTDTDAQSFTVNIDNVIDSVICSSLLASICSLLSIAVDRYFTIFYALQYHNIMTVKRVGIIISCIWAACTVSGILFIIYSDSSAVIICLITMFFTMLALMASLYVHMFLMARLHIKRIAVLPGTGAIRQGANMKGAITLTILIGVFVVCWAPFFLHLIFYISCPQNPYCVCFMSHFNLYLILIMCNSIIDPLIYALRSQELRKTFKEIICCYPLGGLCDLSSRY
aDG glyco act – activators of alpha-DG glycosylation, primary screen, uHTS, Pro5-aDG cells, AlphaScreen; activation, % at 10 µM; alpha-DG glycosylation AlphaScreen (IIH6); 0% Pro5, 100% B10-LARGE cell signal; actives 0.22% (n = 360,000);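 active means activation of at least 8% versus controls, or a plate z-score of at least 8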;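 further: Pro5 are CHO cells carrying HIG-tagged alpha-DG that lacks glycosylation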
ABCB6 inh 2 – ABCB6 transporter inhibitors, primary screen, K562-ABCB6 cells, flow cytometry, MLPCN library; K562-ABCB6 porphyrin accumulation, 1 h; hits give low values; actives 0.19% (n = 360,000); fluorescence ratio to DMSO, % at 10 µM; AID 602162, 2011;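 active means fluorescence ratio to DMSO below 75%, the collection mean minus 3 SD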;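 further: signal is porphyrin accumulated inside mitochondria; 100% equals median channel fluorescence of DMSO control wells; lower ratio means ABCB6 inhibition with less porphyrin fluorescence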
MC4R antagonist – MC4R antagonists of cAMP signaling, primary screen, cell-based, TR-FRET, antagonist arm of biased-ligand search | Melanocortin receptor 4 (Homo sapiens), P32245 | MC4R-expressing cells, MTII-stimulated cAMP, LANCE TR-FRET | inhibition, % at 6.5 µM | actives 0.48% (n = 360,000);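 active means inhibition above its plate's cutoff, the mean of tested wells on that plate plus 3 SD, cut at about 29% in these data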;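 further: 0% = Melanotan II alone and 100% = Melanotan II plus saturating MCL0020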
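Material – human MC4R-expressing U2OS cells · Repeats – no replicates · Detection – TR-FRET with Eu-cAMP and labeled anti-cAMP, 671 nm · Times – compound 30 min, challenge 1 h, detection 1 h · Compound – single nominal compound dose of 6.5 µM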
Starred values were filed as active, the others as inactive.

`CC(C)CCn1c(CN2CCN(C(=O)c3ccco3)CC2)nc2c1c(=O)n(C)c(=O)n2C` gave Glyco luc inh 4, ABHD5-PLIN5 inh 6, m5-HT2A agonist 1, Cardio protect -6, Granule exo inh -3, iPSC survival up 0.0, MC4R ag barr 0.4, aDG glyco act 4.1, ABCB6 inh 2 97 and MC4R antagonist 2.
Cc1ccc(-c2c(C(=O)N3CCOCC3)oc(=O)c3ccccc23)cc1 was read as Glyco luc inh -3, ABHD5-PLIN5 inh 3, m5-HT2A agonist -1, Cardio protect -14, Granule exo inh 5, iPSC survival up -0.5, MC4R ag barr 2.0, aDG glyco act -0.1, ABCB6 inh 2 100 and MC4R antagonist 6.
For C/C(=N\NC(=O)C1CC1)c1ccc(C(C)(C)C)cc1 the results were Glyco luc inh -2, ABHD5-PLIN5 inh 7, m5-HT2A agonist -2, Cardio protect -6, Granule exo inh -7, iPSC survival up -0.4, MC4R ag barr 1.4, aDG glyco act -0.1, ABCB6 inh 2 99 and MC4R antagonist -1.
Screening COc1ccc(NC(=O)C2CC(=O)N(c3ccccc3F)C2)cc1S(=O)(=O)N1CCCCC1 (stereo not drawn) returned Glyco luc inh 0, ABHD5-PLIN5 inh 0, m5-HT2A agonist -2, Cardio protect 4, Granule exo inh -1, iPSC survival up -0.9, MC4R ag barr -0.8, aDG glyco act 0.0, ABCB6 inh 2 101 and MC4R antagonist 2.
`O=C(CN1C(=O)c2ccccc2S1(=O)=O)NCc1ccc(F)cc1` gave Glyco luc inh 1, ABHD5-PLIN5 inh 4, m5-HT2A agonist -3, Cardio protect 1, Granule exo inh 2, iPSC survival up -0.4, MC4R ag barr -2.6, aDG glyco act -0.3, ABCB6 inh 2 95 and MC4R antagonist 5.
Screening c1cnc2ncc3sccc3c2c1 returned Glyco luc inh 1, ABHD5-PLIN5 inh 5, m5-HT2A agonist 4, Cardio protect 3, Granule exo inh 0, iPSC survival up -0.7, MC4R ag barr -1.4, aDG glyco act 0.0, ABCB6 inh 2 103 and MC4R antagonist -5.
For Clc1ccc(COc2ccccc2CNCc2cccnc2)cc1 the results were Glyco luc inh -1, ABHD5-PLIN5 inh 3, m5-HT2A agonist 3, Cardio protect -2, Granule exo inh -1, iPSC survival up 6.9, MC4R ag barr -1.7, aDG glyco act 0.3, ABCB6 inh 2 89 and MC4R antagonist 4.
Screening COc1cc(C(=O)n2nc(C)cc2C)cc(OC)c1OC returned Glyco luc inh 3, ABHD5-PLIN5 inh 2, m5-HT2A agonist 0, Cardio protect 5, Granule exo inh 3, iPSC survival up 5.0, MC4R ag barr -0.6, aDG glyco act 0.0, ABCB6 inh 2 90 and MC4R antagonist 4.
Cn1c(=O)n(-c2cccc(Cl)c2)c(=O)n1C was read as Glyco luc inh 0, ABHD5-PLIN5 inh 4, m5-HT2A agonist 4, Cardio protect -1, Granule exo inh 5, iPSC survival up 0.5, MC4R ag barr 1.6, aDG glyco act -0.1, ABCB6 inh 2 100 and MC4R antagonist 10.
`CCn1c(SCC(=O)N2CCCC2)nc2ccccc21` gave Glyco luc inh 1, ABHD5-PLIN5 inh -6, m5-HT2A agonist 1, Cardio protect 2, Granule exo inh -2, iPSC survival up -0.7, MC4R ag barr 0.0, aDG glyco act -0.1, ABCB6 inh 2 99 and MC4R antagonist 3.
C#CCOCCOCCOCCNc1nc(N2CCOCC2)nc(N2CCN(C(=O)[C@H](Cc3ccc(O)cc3)n3cc(CCO)nn3)CC2)n1 was read as Glyco luc inh 4, ABHD5-PLIN5 inh -5, m5-HT2A agonist 9, Cardio protect 6, Granule exo inh 2, iPSC survival up 3.0, MC4R ag barr -1.7, aDG glyco act -0.1, ABCB6 inh 2 97 and MC4R antagonist 3.
Screening Cc1ncsc1C(=O)N1CCCC(C(=O)c2ccc3ccccc3c2)C1 (stereo not drawn) returned Glyco luc inh 0, ABHD5-PLIN5 inh -3, m5-HT2A agonist 9, Cardio protect 0, Granule exo inh 4, iPSC survival up -0.2, MC4R ag barr -0.9, aDG glyco act 0.2, ABCB6 inh 2 99 and MC4R antagonist 1.
For COCC1CCCCN1Cc1cn[nH]c1-c1ccc(OC)cc1OC (stereo not drawn) the results were Glyco luc inh 1, ABHD5-PLIN5 inh 0, m5-HT2A agonist 3, Cardio protect 3, Granule exo inh -3, iPSC survival up -0.5, MC4R ag barr 1.6, aDG glyco act -0.4, ABCB6 inh 2 103 and MC4R antagonist 4.
Screening CCOc1ccccc1NC(=O)C1CCN(C(=O)C2CC(=O)N(c3ccc(C)cc3)C2)CC1 (stereo not drawn) returned Glyco luc inh 1, ABHD5-PLIN5 inh 1, m5-HT2A agonist 0, Cardio protect 9, Granule exo inh -1, iPSC survival up 0.5, MC4R ag barr -0.9, aDG glyco act 0.0, ABCB6 inh 2 97 and MC4R antagonist 1.
Screening CSC1=NC(=O)/C(=C/c2ccc(SC)cc2)S1 returned Glyco luc inh 4, ABHD5-PLIN5 inh 5, m5-HT2A agonist -1, Cardio protect -15, Granule exo inh 18, iPSC survival up -0.3, MC4R ag barr 3.8, aDG glyco act -0.5, ABCB6 inh 2 103 and MC4R antagonist 15.
For O=C(NC1CCCCC1)C1c2ccccc2OCC(=O)N1Cc1cccnc1 (stereo not drawn) the results were ABHD5-PLIN5 inh 0, m5-HT2A agonist 2, Granule exo inh 7, iPSC survival up -0.8, aDG glyco act -0.1 and ABCB6 inh 2 99.
For Cc1cccc(-n2ccc(=O)c(C(=O)Nc3ccc(S(=O)(=O)Nc4nccc(C)n4)cc3)n2)c1 the results were Glyco luc inh 2, ABHD5-PLIN5 inh -3, m5-HT2A agonist 6, Cardio protect 0, Granule exo inh 0, iPSC survival up -0.5, MC4R ag barr -0.5, aDG glyco act 0.1, ABCB6 inh 2 93 and MC4R antagonist 3.
`Cc1cccc(NC(=O)CSc2nc3ccc(N4C(=O)c5ccccc5C4=O)cc3s2)c1C` gave Glyco luc inh 0, ABHD5-PLIN5 inh -6, m5-HT2A agonist 0, Cardio protect -1, Granule exo inh 6, iPSC survival up -2.0, MC4R ag barr -1.1, aDG glyco act 0.0, ABCB6 inh 2 103 and MC4R antagonist -2.
Screening O=C(Nc1ccc(Cc2ccncc2)cc1)c1cccs1 returned Glyco luc inh 0, ABHD5-PLIN5 inh -4, m5-HT2A agonist -4, Cardio protect -7, Granule exo inh -4, iPSC survival up 0.4, MC4R ag barr -1.4, aDG glyco act 0.0, ABCB6 inh 2 82 and MC4R antagonist -1.
For CCN(CC)Cc1c(O)c(Cl)cc2c3c(c(=O)oc12)CCCC3 the results were Glyco luc inh -1, ABHD5-PLIN5 inh -4, m5-HT2A agonist -2, Cardio protect 7, Granule exo inh -1, iPSC survival up -0.3, MC4R ag barr -2.5, aDG glyco act 0.0, ABCB6 inh 2 99 and MC4R antagonist 3.
CCOc1ccc(Nc2nc(N)nc(CN3CCN(c4ccccc4F)CC3)n2)cc1 was read as Glyco luc inh 0, ABHD5-PLIN5 inh 3, m5-HT2A agonist 1, Cardio protect 4, Granule exo inh -2, iPSC survival up -0.5, MC4R ag barr 2.9, aDG glyco act 0.2, ABCB6 inh 2 101 and MC4R antagonist 3.
CCN(CC)CC#CC(C)OCOCC#CCOC (stereo not drawn) was read as Glyco luc inh 1, ABHD5-PLIN5 inh -6, m5-HT2A agonist -1, Cardio protect 10, Granule exo inh 0, iPSC survival up -2.4, MC4R ag barr 0.2, aDG glyco act -0.1, ABCB6 inh 2 103 and MC4R antagonist 15.
O=[N+]([O-])c1ccc(-n2nncc2-c2ccc(Cl)cc2)cc1 was read as Glyco luc inh 2, ABHD5-PLIN5 inh 5, m5-HT2A agonist 1, Cardio protect -6, Granule exo inh 0, iPSC survival up -0.1, MC4R ag barr 1.7, aDG glyco act -0.1, ABCB6 inh 2 105 and MC4R antagonist 0.
Screening N#CCCN(C(=O)CSc1nc2nc(-c3cccs3)cc(C(F)(F)F)c2c(=O)[nH]1)c1ccccc1 returned Glyco luc inh 3, ABHD5-PLIN5 inh -6, m5-HT2A agonist 2, Cardio protect 12, Granule exo inh 16, iPSC survival up 1.0, MC4R ag barr 0.4, aDG glyco act 0.0, ABCB6 inh 2 99 and MC4R antagonist 10.
COc1cccc(C2C(C#N)=C(N)OC(C(C)(C)C)=C2C#N)c1 (stereo not drawn) was read as Glyco luc inh 3, ABHD5-PLIN5 inh 1, m5-HT2A agonist -1, Cardio protect 5, Granule exo inh 3, iPSC survival up 1.3, MC4R ag barr -1.0, aDG glyco act -0.5, ABCB6 inh 2 96 and MC4R antagonist 14.
For Cc1ccccc1Nc1nc(Nc2ccccc2C)nc(SC2=NCCS2)n1 the results were Glyco luc inh 3, ABHD5-PLIN5 inh 1, m5-HT2A agonist -11, Cardio protect -7, Granule exo inh -4, iPSC survival up -2.5, MC4R ag barr 0.6, aDG glyco act 0.2, ABCB6 inh 2 98 and MC4R antagonist 7.
For CC(=O)Nc1cccc(C(=O)OCC(=O)Nc2ccc(Cl)cn2)c1 the results were Glyco luc inh 1, ABHD5-PLIN5 inh 1, m5-HT2A agonist -4, Cardio protect -5, Granule exo inh -4, iPSC survival up 1.0, MC4R ag barr 1.9, aDG glyco act -0.1, ABCB6 inh 2 97 and MC4R antagonist -2.
For COc1ccc2nc3n(c(=O)c2c1)-c1cc2ccccc2cc1C(=O)NC3Cc1ccccc1 (stereo not drawn) the results were Glyco luc inh 20, ABHD5-PLIN5 inh 3, m5-HT2A agonist 1, Cardio protect 11, Granule exo inh 2, iPSC survival up 0.4, MC4R ag barr 0.3, aDG glyco act -0.3, ABCB6 inh 2 101 and MC4R antagonist -1.
For COc1ccc(C2(C(=O)NCCN3CCOCC3)CCOCC2)cc1 the results were Glyco luc inh -1, ABHD5-PLIN5 inh 1, m5-HT2A agonist -2, Cardio protect 3, Granule exo inh 2, iPSC survival up -0.8, MC4R ag barr 0.0, aDG glyco act -0.1, ABCB6 inh 2 95 and MC4R antagonist 1.
`NC(CSS(=O)(=O)O)=NCCC12CC3CC(CC(O)(C3)C1)C2` gave Glyco luc inh 1, ABHD5-PLIN5 inh -30, m5-HT2A agonist 6, Cardio protect -5, Granule exo inh 1, iPSC survival up -1.7, MC4R ag barr 1.1, aDG glyco act 0.0, ABCB6 inh 2 99 and MC4R antagonist 5.
